HCV NS3 hel inh = blocks Hepatitis C virus NS3 helicase unwinding; hit rate 0.56% among 290,000; AID 1800; inhibition, % at 10.9 µM; NS3 helicase DNA unwinding, Cy5 molecular beacon fluorescence;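 active = inhibition above the mean of all tested compounds plus 3 SD, set per campaign, cut at about 35% in these data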;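 note: 0% = DMSO wells and 100% = thioflavine S control wells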
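Assay system: hepatitis C virus NS3 helicase domain fragment enzyme. Also added: annealed dual-labelled DNA beacon duplex, ATP-started. Timing: 1 h reaction at 25 °C, ATP-initiated. Technique: Cy5 fluorescence at 0 and 60 min, beacon hairpin quenching. Evaluation: % inhibition of unwinding. Replication: one well per compound.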
OXTR ag = human OXTR agonism. P30559. CHO-OTR cells, Fluo-8 calcium fluorescence; normalized: DMSO 0%, oxytocin 100%. activation, % at 3 µM. hit rate 0.32% among 320,000. AID 2435;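 active = activation above the mean of all tested compounds plus 3 SD, cutoff set per screening run, cut at about 20% in these data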;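 note: peak over basal fluorescence ratio from a 100 s FLIPR kinetic read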
Target sequence (P30559 whole entry, looked up): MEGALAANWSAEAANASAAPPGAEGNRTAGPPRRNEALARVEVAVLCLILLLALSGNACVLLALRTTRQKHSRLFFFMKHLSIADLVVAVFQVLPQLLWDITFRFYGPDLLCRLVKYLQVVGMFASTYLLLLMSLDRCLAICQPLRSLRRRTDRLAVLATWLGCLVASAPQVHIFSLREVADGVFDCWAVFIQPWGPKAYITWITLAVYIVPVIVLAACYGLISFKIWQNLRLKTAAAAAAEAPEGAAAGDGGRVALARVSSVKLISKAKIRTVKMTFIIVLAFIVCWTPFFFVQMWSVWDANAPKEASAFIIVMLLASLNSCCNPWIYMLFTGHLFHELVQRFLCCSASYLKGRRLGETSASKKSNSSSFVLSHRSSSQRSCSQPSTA
PHOSPHO1 block = inhibitors of human PHOSPHO1 phosphatase; Q8TCT1; recombinant PHOSPHO1, absorbance phosphatase assay; inhibition, % at 13.3 µM; hit rate 1.1% among 290,000; AID 1565; in the data active = inhibition above about 60%
Target sequence (Q8TCT1 whole entry, looked up): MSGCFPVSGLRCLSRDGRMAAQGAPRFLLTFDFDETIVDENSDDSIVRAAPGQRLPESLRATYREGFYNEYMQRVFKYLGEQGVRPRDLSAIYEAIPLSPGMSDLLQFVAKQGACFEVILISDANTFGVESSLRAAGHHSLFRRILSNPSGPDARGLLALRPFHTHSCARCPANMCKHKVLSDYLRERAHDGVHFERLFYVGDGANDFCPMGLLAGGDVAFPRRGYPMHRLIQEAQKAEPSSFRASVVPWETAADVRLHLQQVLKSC
GalR3 antag = blocks the human galanin receptor 3; hit rate 0.44% among 360,000; HEK293 GalR3-CNG cAMP membrane potential fluorescence; galR3 body fused to GalR1 C-terminus; O60755; inhibition, % at 3 µM;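 active = inhibition above the screen-wide average plus 3 SD, cut at about 13% in these data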;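 note: forskolin and galanin both at EC90 stimulate the cells; cAMP rise reported by CNG channel membrane potential dye signal; 0% = forskolin plus galanin with DMSO and 100% = forskolin alone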
V1R ag counter = V1a receptor agonism, counter-screen for OXTR agonists | P37288 | CHO-V1R cells, Fluo-8 calcium fluorescence, agonist mode; 0% DMSO, 100% 3 nM vasopressin | activation, % at 3 µM | hit rate 0.25% among 320,000;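 active = activation above the mean activation of all tested compounds plus 3 SD, per screening run, cut at about 20% in these data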;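 note: signal is peak over basal fluorescence ratio across a 100 second FLIPR read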
Target sequence (P37288 whole entry, looked up): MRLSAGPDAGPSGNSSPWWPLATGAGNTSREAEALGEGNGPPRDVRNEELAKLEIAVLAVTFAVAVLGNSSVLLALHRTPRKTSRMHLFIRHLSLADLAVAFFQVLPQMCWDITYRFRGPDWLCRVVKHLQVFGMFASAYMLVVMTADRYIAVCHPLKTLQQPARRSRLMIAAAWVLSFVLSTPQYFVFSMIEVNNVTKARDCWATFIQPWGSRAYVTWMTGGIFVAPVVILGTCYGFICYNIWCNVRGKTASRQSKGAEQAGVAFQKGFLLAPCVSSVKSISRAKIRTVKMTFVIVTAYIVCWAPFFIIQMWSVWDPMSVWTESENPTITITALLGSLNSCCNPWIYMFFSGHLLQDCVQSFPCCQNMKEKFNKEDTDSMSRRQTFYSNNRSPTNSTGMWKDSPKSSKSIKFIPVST
GPR7 antagonist = antagonists of human GPR7 (neuropeptides B/W receptor 1) | inhibition, % at 4.4 µM | GPR7-expressing cells, fluorescence antagonist assay | hit rate 1.1% among 290,000 | AID 1861 | P48145; in the data active = inhibition above about 16%, passing the limit was not always enough;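 note: cells stimulated with the agonist NPW; 0% = agonist with vehicle and 100% = vehicle without agonist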
IMP-1 inh = inhibitors of Pseudomonas aeruginosa IMP-1 metallo-beta-lactamase | purified IMP-1, nitrocefin hydrolysis, epi-absorbance fluorescence | inhibition, % at 5.6 µM | hit rate 0.45% among 290,000;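 active = inhibition above the mean plus 3 SD of all compounds in the same screening run, cut at about 4.5% in these data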;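 note: 0% = IMP-1 with DMSO and 100% = DMSO wells lacking enzyme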
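System: purified IMP-1 / Input: IMP-1 dispensed at 0.2 nM / Medium: 50 mM HEPES pH 7.1, 50 µM ZnSO4, 0.05% Brij 35 / Timing: 15 min enzyme–compound preincubation, then 25 min nitrocefin reaction, 25 °C / Technique: plate fluorescence quenching by hydrolysis product, ex 480/em 530 nm / Repeats: singlicate testing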
VIM-2 inh = inhibitors of Pseudomonas aeruginosa VIM-2 metallo-beta-lactamase | purified VIM-2, nitrocefin hydrolysis, epi-absorbance fluorescence | inhibition, % at 5.6 µM | hit rate 0.89% among 290,000 | AID 1527;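 active = inhibition above the mean of all tested compounds plus 3 SD, cutoff set per screening run, cut at about 7.5% in these data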;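 note: red hydrolysis product quenches plate fluorescence so inhibitors raise well fluorescence; 0% = enzyme with DMSO and 100% = DMSO without enzyme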
FID counter = fluorescent intercalator displacement, NS3 helicase counter-screen | inhibition, % at 7.9 µM | DNA fluorescent intercalator displacement, fluorescence | hit rate 0.17% among 290,000; in the data active = inhibition above about 37%;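 note: 0% = vehicle and 100% = reference compound; higher means more ethidium bromide displaced from hairpin DNA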
Starred values were filed as active, the others as inactive; · = no result given. No enrichment for hits; any-hit rate near 4.3%.

SMILES	HCV NS3 hel inh	OXTR ag	PHOSPHO1 block	GalR3 antag	V1R ag counter	GPR7 antagonist	IMP-1 inh	VIM-2 inh	FID counter
c1ccc(Cc2ccc(OCCn3ccnc3)cc2)cc1	-21.6	·	8.3	44.4*	·	-0.4	1.1	0.0	5.6
COc1ccc(CC(=O)OCC(=O)Nc2cccc(Cl)c2)cc1	7.8	-0.8	16.1	-3.1	0.2	-5.7	-2.6	-2.0	-7.4
CC(=O)Nc1sc(NC(=O)c2ccc(Cl)cc2)nc1-c1cccs1	0.4	-1.4	21.8	-2.4	-0.2	-1.9	-1.6	-1.8	2.7
Cc1cccc(C(=O)N2CCC(N3CCC(C(=O)N4CCOCC4)CC3)CC2)c1	-3.5	1.0	36.4	-1.4	2.1	-21.6	-1.4	-0.6	-9.4
COc1ccc(N2CC(O)(c3ccc(F)cc3)[N+]3=C2CCCC3)cc1 (stereo not given)	-9.3	0.1	26.7	-5.1	0.3	1.1	-0.1	2.6	10.1
Cc1ccc(/C=C2\CCOC2=O)cc1	7.5	-1.1	7.7	-8.7	-0.2	4.2	-2.2	-0.4	-3.7
NNC(=O)Cn1c(-c2ccccn2)nc2ccccc21	-8.0	1.8	42.2	-8.9	3.8	-13.7	-1.9	-1.5	-21.4
COCC(=O)Nc1ccc(C)c(Cl)c1	-0.6	0.9	24.2	-5.3	0.3	11.2	-0.6	-2.4	0.3
COc1ccc(N=C2SC(C(=O)O)CC(=O)N2C)cc1 (stereo not given)	6.7	-0.3	-1.6	2.6	0.7	17.2	-3.2	-2.0	3.1
O=C(CSc1nc(SCC(=O)NCc2ccccc2)n(-c2ccccc2)n1)NCc1ccccc1	-2.7	8.6	28.0	-8.4	-0.9	1.7	0.4	0.5	-28.1
Cc1ccc(S(=O)(=O)N2CCC(C(=O)N[C@H](C(=O)N3CCN(C)CC3)C(C)C)CC2)cc1	6.0	-0.7	18.2	-5.6	-0.1	-13.5	-2.4	-3.1	-0.8
Nc1ccc(S(=O)(=O)Nc2nccc(/C=C/c3ccc(Cl)cc3Cl)n2)cc1	-6.0	0.3	-17.2	3.1	-0.1	-18.4	-3.0	-4.0	-3.4
Cc1cc(C)n(-c2nnc(SCC(=O)NC3CCCC3)c3ccccc23)n1	1.2	-2.2	-26.0	-3.3	0.6	-3.4	-2.6	-2.0	-29.3
CS(=O)(=O)c1ccc(Cl)c(NC(=O)CCl)c1	10.2	-0.4	-3.7	0.0	2.5	-10.7	-3.0	-1.8	1.2
Cc1ccc([N+](=O)[O-])cc1NC(=O)c1ccc(-c2ccccc2)cc1	-5.4	-0.1	-24.2	-3.4	0.7	7.3	-0.6	1.6	6.0
Cc1nnc(-c2cnn(-c3ccccc3)c2N)n1Cc1ccncc1	-7.8	1.6	28.7	-3.3	0.3	-1.6	-2.8	-6.2	-0.2
CCOc1ccc(NC(=S)NC(=O)Cc2ccccc2)cc1	17.5	-1.1	14.6	-8.9	-0.1	7.4	-2.8	-1.0	-16.0
COc1ccc(Cl)cc1NC(=S)N1CCN(C(=O)C2CCCO2)CC1 (stereo not given)	-9.9	0.2	39.7	-2.4	0.3	-14.1	-2.7	-2.5	-6.0
c1ccc(-c2ccc(-c3ccccn3)nn2)nc1	4.3	0.8	37.3	0.4	0.3	4.5	-6.1	-1.2	-2.7
CCN(C(=O)COC(=O)c1cccn1C)C1CCS(=O)(=O)C1 (stereo not given)	1.0	0.5	-21.2	2.1	-0.1	-5.0	-2.9	-0.2	-3.7
O=C(NC(=S)N1CCCC1)c1cccc([N+](=O)[O-])c1	-3.4	0.7	7.7	-2.5	-0.6	-2.4	-1.9	-1.3	-3.9
CC1C/C(=C/c2ccco2)C(=O)/C(=C/c2ccco2)C1 (stereo not given)	27.4	24.3*	-0.2	·	5.7	-3.2	0.5	-0.8	-23.9
Nc1[nH]nc2nc(N3CCOCC3)nc(-c3ccccc3)c12	4.8	-1.3	13.5	-4.8	0.3	0.4	-2.2	-1.6	-9.2
CC(C)(C)C(=O)NC(=S)Nc1ccc(C(F)(F)F)cc1	-1.1	-2.3	-20.8	3.0	-0.8	-17.7	3.6	-1.1	-3.4
Cc1ccc(-c2nc(Nc3cccc(C)c3)sc2CC(=O)O)cc1	1.3	1.5	43.7	·	6.0	-17.3	-0.2	0.2	-10.1
Cc1ccc(NC(=O)c2ccccc2)cc1	5.3	-1.8	-3.7	-1.7	-0.2	-0.4	-2.6	-3.5	-1.2
Brc1cccc(-c2nnco2)c1	-7.8	-0.5	20.9	-3.0	0.9	-5.1	-1.0	0.6	4.8
CCCc1[nH]nc2c1C(c1cc(OC)ccc1F)C(C#N)=C(N)O2 (stereo not given)	-1.8	-1.1	2.6	-5.4	-0.7	-5.3	-1.9	-1.5	-2.5
COC(=O)c1c(-c2ccccc2Cl)noc1-c1cnc(N)nc1C(F)(F)F	-2.9	1.5	24.8	-2.7	0.9	-1.8	-0.9	-1.7	0.3
Cc1c(OC(C)C(=O)NC(Cc2c[nH]c3ccc(O)cc23)C(=O)O)ccc2c1oc(=O)c1ccccc12 (stereo not given)	23.9	0.2	18.7	7.2	-0.2	8.8	-0.8	5.7	0.6
N#Cc1cc([N+](=O)[O-])ccc1Oc1cccc(/C=N/NC(=O)c2ccc(Cl)cc2)c1	4.5	-1.2	5.5	-2.1	0.8	-9.0	-1.6	-1.6	0.8
COc1cc(C2C(C#N)=C(N)Oc3c2oc(CO)cc3=O)cc(OC)c1OC (stereo not given)	0.7	0.8	-2.2	-2.5	1.5	-8.2	-1.5	-1.3	8.9
CCn1c(CSc2nc3ccccc3s2)nnc1SCC(=O)c1ccc(O)c(O)c1	1.8	1.6	85.5*	-9.9	1.1	-0.2	-2.6	0.6	-32.1
Cc1ccc(C(=O)Nc2ccc(C(=O)N/N=C/c3c[nH]c4ccccc34)cc2)cc1	2.5	-0.5	-5.2	-4.5	0.8	-2.0	0.3	0.6	0.6
O=S(=O)(Cc1ccccc1Cl)NCCOc1ccccc1	-2.9	-1.7	-2.0	-1.7	0.8	3.2	-3.0	2.0	-11.9
Cc1cccc(NC(=O)/C(C#N)=C/c2ccccc2Cl)n1	3.8	1.4	23.9	-8.5	2.9	12.0	-0.5	-0.8	-4.4
O=C(OCc1cncs1)c1ccccc1	6.1	0.1	8.4	-6.2	0.5	-10.7	-2.6	-2.4	-3.9
COc1ccc(NC(=O)c2cc(=O)c3ccccc3o2)cn1	-6.9	0.6	-2.9	0.2	1.6	-17.8	-4.1	-0.7	-0.3
O=C1N/C(=N/S(=O)(=O)Cc2ccccc2)S/C1=C/c1ccc2c(c1)OCO2	22.4	-0.6	23.7	-3.1	-0.3	3.3	-0.3	-0.1	-14.4
CCc1cc(=O)oc2cc3occ(-c4ccc(OC)c(F)c4)c3cc12	-3.9	-1.6	-3.4	-0.5	-1.6	-1.9	-2.9	-1.4	-3.9
COc1ccccc1NCC(=O)N/N=C/c1c(O)ccc2ccccc12	25.2	6.9	-37.6	-1.4	3.8	-5.7	-1.4	-3.2	-13.8
COc1ccccc1C(=O)Nc1ccccc1C(=O)N1C(C)CCCC1C (stereo not given)	5.0	-2.0	37.3	-5.7	-1.6	-6.4	-2.7	-2.3	-25.3
CCC(C)[C@H](NC(=O)C1(c2ccccc2)CCN(C(=O)OC(C)(C)C)CC1)C(=O)N[C@@H](C(=O)O)c1ccccc1 (stereo not given in full)	46.8*	0.6	23.4	2.1	-0.1	27.3*	0.9	1.6	-18.8
CC(=O)c1cc(-c2ccccc2)n(CCC(=O)NC2CCCC2)c1C	-6.4	-1.6	-10.1	0.8	-0.5	-4.5	-3.2	-3.2	-27.2
CC(C)=CCC(C)(C)/C=N/NC(N)=O	-2.4	1.1	29.8	-2.6	1.4	-11.2	-1.8	-0.8	-0.6
O=C1C2C3C=CC(C3)C2C(=O)N1/N=C/c1cc(Br)cc([N+](=O)[O-])c1O (stereo not given)	4.2	12.7	-9.3	-1.6	5.4	-4.2	4.0	0.3	-0.9
CCCCc1ccc(-n2c(Cc3cccs3)n[nH]c2=S)cc1	4.9	-2.8	-109.3	-3.6	-1.4	-10.5	-1.5	-2.8	-33.5
CC(C)CC(C(=O)Nc1ccc2c(c1)OCCO2)N1C(=O)c2ccccc2C1=O (stereo not given)	-10.4	-1.3	12.8	-1.8	0.3	-11.7	-3.4	-2.8	-2.8
O=C(c1ccco1)N1CCN(C(=O)c2cc(-c3ccccc3)nc3ccccc23)CC1	-4.8	-0.8	28.4	-8.8	0.3	4.1	-1.6	-2.1	-27.9
CCOC(=O)N1CCN(c2c(N3CCN(c4ccccc4OC)CC3)c(=O)c2=O)CC1	13.2	-1.3	19.9	2.8	-0.3	1.4	-4.2	-2.7	-30.9
CCOCCc1nnc(NC(=O)COC)s1	2.9	0.3	-4.6	0.7	0.0	-4.3	-2.4	-2.7	5.3
CCn1cc(S(=O)(=O)N2CCN(Cc3ccc(F)cc3)CC2)cn1	-1.6	0.6	8.3	-2.3	0.4	9.5	0.8	1.7	-14.8
Clc1ccc2nnnc(-c3ccccc3)c2c1	-1.0	-2.1	-0.3	1.2	-0.9	-12.0	-3.5	-3.1	-5.5
CCc1sc(-c2ccccc2)nc1C(=O)OC	1.2	-2.0	27.3	-3.3	0.5	-12.3	-2.3	-2.8	-2.1
CSc1ccc(Cl)c(C(=O)OCC(=O)NC2CC2)c1	5.9	-1.8	28.7	0.1	-1.9	-1.2	-3.2	-2.0	-4.2
CCC1(CC)Cc2ccccc2-c2nc(NCCCO)[nH]c(=O)c21	-5.8	0.9	-23.9	0.9	1.8	-9.3	-3.9	-6.2	-23.6
C=CCc1c(C)nc(SC)nc1Nc1ccc(C(=O)O)cc1	-1.3	1.1	-10.7	-3.3	-0.1	-10.3	-2.7	1.1	-6.4
Cc1cc(C)cc(NC(=O)C2CCN(S(=O)(=O)c3ccc4[nH]c(=O)ccc4c3)CC2)c1	17.1	0.3	28.1	·	0.1	-7.5	0.6	0.7	-30.9
CC1CCC/C(=C\Nc2ccc3c(c2)OCO3)C1=O (stereo not given)	29.8	-0.6	81.4*	-2.5	0.8	-14.3	-1.4	-0.5	-3.7
O=C(C1Cc2ccccc2CN1S(=O)(=O)c1cccs1)N1CCCCCC1 (stereo not given)	-12.5	-2.1	-32.0	-0.4	-1.6	10.4	-1.2	0.3	-20.5
Cc1onc(-c2c(F)cccc2Cl)c1C(=O)OCC(=O)NC(N)=O	12.4	3.5	23.8	-7.8	7.1	-7.2	-2.5	-3.6	7.0

2 entries from above, with two lines to a compound.
Screens in order: HCV NS3 hel inh	OXTR ag	PHOSPHO1 block	GalR3 antag	V1R ag counter	GPR7 antagonist	IMP-1 inh	VIM-2 inh	FID counter
- CC1CCC/C(=C\Nc2ccc3c(c2)OCO3)C1=O (stereo not given)
  29.8	-0.6	81.4*	-2.5	0.8	-14.3	-1.4	-0.5	-3.7
- O=C(C1Cc2ccccc2CN1S(=O)(=O)c1cccs1)N1CCCCCC1 (stereo not given)
  -12.5	-2.1	-32.0	-0.4	-1.6	10.4	-1.2	0.3	-20.5

Assay outcomes as filed in PubChem.
